Compound activity (PubChem)
GSK3B inh: human GSK3beta kinase inhibitors, primary screen, biochemical, cell-free homogeneous, HTS; GST-GSK3beta kinase, ADP-Glo luminescence, 60 min; active compounds read low; actives 0.038% (n = 300,000); Glycogen synthase kinase-3 beta (Homo sapiens), P49841; AID 2097, 2009; activity score (negative = inhibition), % at 10 µM;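 active = more than half of replicate wells score below -50%, meaning over 50% inhibition versus plate controls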;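 note: 0% = median DMSO wells and -100% = median GW8510 positive control wells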
Target sequence (P49841 whole entry, looked up): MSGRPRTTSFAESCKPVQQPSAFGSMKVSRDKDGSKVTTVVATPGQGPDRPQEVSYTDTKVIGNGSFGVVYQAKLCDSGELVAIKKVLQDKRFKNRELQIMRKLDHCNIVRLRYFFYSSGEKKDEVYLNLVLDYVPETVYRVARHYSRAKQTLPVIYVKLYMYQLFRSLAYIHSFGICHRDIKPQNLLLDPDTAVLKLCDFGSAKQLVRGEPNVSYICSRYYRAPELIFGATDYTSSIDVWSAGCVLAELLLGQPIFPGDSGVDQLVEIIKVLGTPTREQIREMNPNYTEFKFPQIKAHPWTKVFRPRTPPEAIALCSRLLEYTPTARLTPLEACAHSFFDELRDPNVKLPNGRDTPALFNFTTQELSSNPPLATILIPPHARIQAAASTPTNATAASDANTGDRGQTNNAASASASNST
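Test system: GST-tagged human GSK3beta kinase, cell-free; evaluation: activity score scaled between in-plate DMSO and GW8510 controls; measured by: ADP-Glo luminescence; incubation: 60 min reaction, RT; benchmarks: DMSO and 20 µM GW8510; reagent: peptide substrate plus 25 µM ATP (final); medium: Tris/MgCl2 kinase buffer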
KCNK9 inh: KCNK9 potassium channel inhibitors, primary screen, HEK293 cells, thallium flux. Potassium channel subfamily K member 9 (Homo sapiens), Q9NPC2. FluxOR thallium flux fluorescence; active compounds read low. B-score at 10 µM. actives 1.2% (n = 310,000). AID 488922, 2010;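 active = ratio B-score over 3 SD below the library mean, with starting fluorescence within 5 SD of its mean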;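 note: negative B-score means less thallium flux so channel inhibition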
Target sequence (Q9NPC2 whole entry, looked up): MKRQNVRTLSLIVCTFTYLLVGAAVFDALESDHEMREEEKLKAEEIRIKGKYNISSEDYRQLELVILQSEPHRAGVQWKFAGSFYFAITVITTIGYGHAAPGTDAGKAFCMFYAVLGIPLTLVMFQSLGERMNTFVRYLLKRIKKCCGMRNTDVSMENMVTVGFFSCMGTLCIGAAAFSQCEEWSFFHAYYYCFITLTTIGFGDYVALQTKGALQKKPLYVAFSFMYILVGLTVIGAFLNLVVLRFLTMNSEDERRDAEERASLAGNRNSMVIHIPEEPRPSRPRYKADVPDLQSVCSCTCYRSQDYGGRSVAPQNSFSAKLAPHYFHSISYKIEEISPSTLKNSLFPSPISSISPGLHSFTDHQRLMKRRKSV
KCNQ1 inh: inhibitors of human KCNQ1 channel, primary screen, cell-based, thallium flux, high-throughput. Potassium voltage-gated channel subfamily KQT member 1 (Homo sapiens), P51787. CHO-K1 KCNQ1, FluxOR thallium flux fluorescence; active compounds read high. B-score at 10 µM. actives 1.3% (n = 310,000);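 active = compounds whose thallium flux B-score, printed positive for inhibition, exceeds three library SD while starting fluorescence stays within three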;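 note: channel opened by potassium depolarization with thallium stimulus after 20 min compound exposure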
DYRK1A inh: rat Dyrk1A kinase inhibitors, primary screen, biochemical, single point, plate reader; Dual specificity tyrosine-phosphorylation-regulated kinase 1A (Rattus norvegicus), Q63470; ADP-Glo luminescence, NFATc1 peptide; inhibition, % at 12.5 µM; actives 0.43% (n = 310,000); AID 504441, 2011; in the data active = inhibition above about 50%;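 note: plate controls were vehicle with enzyme for no effect and no enzyme for full effect; many of its hits are not listed in these tables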
hERG protect: hERG rescue from dofetilide block, primary screen, cell-based, CHO-hERG, FluxOR thallium flux, dofetilide IC70 | Voltage-gated inwardly rectifying potassium channel KCNH2 (Homo sapiens), Q12809 | dofetilide IC70 present | activation (rescue from dofetilide block), less the hit threshold, % at 10 µM | actives 0.51% (n = 310,000) | AID 1511, 2009;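 active = activation above the mean of controls blocked by dofetilide plus 5 SD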;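 note: thallium influx through hERG after potassium depolarization seen as dye fluorescence rise; in these data hits start at about 4.7%; inactives centre near -7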
PolyA inh: polyadenylation inhibitors in yeast reporter cells, primary screen, luminescence, S. cerevisiae. calls only at 12 µM. S. cerevisiae SKY197-pL101 polyadenylation reporter, beta-gal luminescence; efflux-impaired pdr1/pdr3 knockout yeast; score 100 = 6 SD above DMSO. AID 1875, 2009. actives 0.02% (n = 300,000);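 active = lowest replicate activity score at least 50, where 100 means six control SD above control mean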;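 note: yeast exposed to compound for 9 h at 30 °C; higher score means more reporter readthrough which indicates perturbed polyadenylation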
KCNQ1 act: potentiators or activators of KCNQ1 channel, primary screen, cell-based, thallium flux, high-throughput. Potassium voltage-gated channel subfamily KQT member 1 (Homo sapiens), P51787. CHO-K1 KCNQ1, thallium flux FluxOR fluorescence; active compounds read high. B-score at 10 µM. actives 0.35% (n = 310,000). AID 2648, 2010;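 active = fluorescence ratio B-score, a plate-corrected score, at least three library SD, with initial intensity B-score within 5 SD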
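Doses: Single concentration per compound, DMSO matched to controls | Test system: KCNQ1-transfected CHO-K1 cells | Timing: 90 min dye loading and 20 min compound exposure, both at room temperature | Measured by: Kinetic FluxOR thallium fluorescence, 10-s 1-Hz baseline, 110-s post-stimulus read | Medium: Assay buffer with matched DMSO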
RGS4 act: RGS4 potentiators or activators, primary screen, cell-based, HEK293 M3R inducible RGS4, calcium flux | actives 0.92% (n = 310,000) | carbachol calcium flux Fluo4; active compounds read low | AID 463111, 2010 | B-score at 10 µM;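 active = B-score of the integrated calcium signal more than 4 SD below the library mean, with starting fluorescence not abnormally high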;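 note: negative B-score means reduced calcium response which marks RGS4 activation or potentiation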
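Material: M3R-expressing HEK293 line, RGS4 induced by doxycycline | Schedule: Overnight RGS4 induction, 30 min dye load 37 °C, 20 min compound RT | Measured by: Fluo4 fluorescence kinetic imaging of calcium | Read-out: Integrated calcium ratio converted to B score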
HDAC3 inhib: HDAC3 deacetylase inhibitors, primary screen, biochemical, fluorescence, cell-free homogeneous. inhibition, % at 8.3 µM. actives 0.15% (n = 320,000). recombinant HDAC3, fluorogenic peptide/trypsin coupled. AID 2718, 2010; in the data active = inhibition above about 26%, passing the limit was not always enough
KCNK3 block: human KCNK3 channel inhibitors, primary screen, CHO cells, FluxOR thallium flux, B-score; FluxOR fluorescence; active compounds read low; B-score at 10 µM; actives 0.84% (n = 340,000); AID 602410, 2012;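 active = B-score under library mean minus 4 SD, starting fluorescence ratio at most library mean plus 5 SD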;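 note: more negative B-score means stronger inhibition of thallium flux through KCNK3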
GSK3 alpha inh: blockers of GSK3A enzyme activity – biochemical, luminescence, cell-free homogeneous, HTS, primary screen | GSK-3 alpha kinase, ADP-Glo luminescence, 60 min | inhibition, % at 10 µM | actives 0.1% (n = 320,000);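 in the data active = inhibition above about 50%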;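 note: GST-tagged GSK-3 alpha with peptide substrate and 25 µM ATP; 0% = DMSO neutral wells and 100% = GW8510 positive control wells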
* marks the source's active call; other numbers are inactive results; i = inactive; nt = not tested or not shown. An excerpt; the hit share may differ from the screen's.

item	Structure	GSK3B inh	KCNK9 inh	KCNQ1 inh	DYRK1A inh	hERG protect	PolyA inh	KCNQ1 act	RGS4 act	HDAC3 inhib	KCNK3 block	GSK3 alpha inh
1	CC(C)(C)c1nc(SCC(=O)Nc2nc3c(s2)CCCC3)c2ccccc2n1	3	i	i	2	-17	i	i	i	0	i	0
2	CCCOC(=O)c1ccc(NC(=O)CSC2=Nc3ccccc3C3CC=NN23)cc1 (centres undefined)	0	-7*	i	-1	-12	i	i	i	-1	-9*	-2
3	O=[N+]([O-])c1ccc(/C=N/n2c(C3CCCCC3)n[nH]c2=S)cc1	1	i	i	4	-6	i	i	i	-1	i	1
4	CC(NC(=O)c1ccc(CS(=O)(=O)c2cccc(C(F)(F)F)c2)o1)c1ccc2c(c1)OCCO2 (centres undefined)	2	i	i	4	-12	i	i	i	2	i	-1
5	CC(C)(C)c1ccc(OCC(=O)NCCN2CCCC2)cc1	-26	i	i	-1	-13	i	i	i	-16	i	3
6	Cc1ccc(-c2ccccc2NC(=O)CCl)o1	2	i	i	10	-7	i	i	i	-4	i	-1
7	CCn1c(C)c(C(=O)c2ccccc2)c(C#N)c1C(=O)O	-3	i	i	nt	-6	i	i	i	-2	i	3
8	COc1ccc(C(=O)N/C(=C\c2cc(OC)c(OC)cc2[N+](=O)[O-])C(=O)NCC(=O)O)cc1	0	i	i	-1	-5	i	i	i	-1	i	-2
9	COC(=O)c1[nH]cnc1C(=O)c1ccccc1	3	i	i	-3	-3	i	i	i	3	i	14
10	CN(CCO)C1=CC(=O)CC(C)(C)C1	-1	i	i	5	-12	i	i	i	-1	i	0
11	O=S(=O)(NCCN1CCOCC1)c1ccc(-c2ccc(S(=O)(=O)NCCN3CCOCC3)cc2)cc1	0	i	i	2	-7	i	i	i	-2	i	1
12	CC1CCCC(NC(=O)C2N(CCCN3CCCC3)C(=O)C3C(C(=O)Nc4ccc(Cl)cc4)C4C=CC32O4)C1C (centres undefined)	0	i	i	0	-4	i	i	i	-2	i	9
13	CCOC(=O)C(=O)NNc1cccc(C)c1C	3	i	i	3	-8	i	i	i	-3	i	-6
14	CC1=CC(=O)N(c2ccn(C)n2)C1=O	2	i	i	-9	-6	i	i	i	-1	i	-2
15	COc1ccc(C(=O)NCCc2ccc(C)cc2)cc1OC1CCN(C(C)=O)CC1	4	i	i	0	-4	i	i	i	-2	i	-2
16	O=C(COC(=O)c1cc([N+](=O)[O-])ccc1NCCO)c1ccc(Cl)cc1	3	i	i	-4	-6	i	i	i	0	i	6
17	CCN(CC)S(=O)(=O)c1cccc(C(=O)NC(C(=O)Nc2nnc(C3CC3)s2)C(C)C)c1 (centres undefined)	-2	i	i	-1	-9	i	i	i	6	i	-2
18	O=C(CN(Cc1ccccc1)S(=O)(=O)c1ccc(Br)cc1)NCc1ccco1	0	i	i	-4	-11	i	i	i	0	i	-1
19	Cc1ccn2c(=O)nc(SCC(=O)Nc3ccc4c(c3)OCCO4)nc2c1	0	i	i	5	-11	i	i	i	3	i	-1
20	CCOC(=O)C1=C(COC(=O)C(CC)Oc2ccccc2)NC(=O)NC1C (centres undefined)	0	i	i	11	-13	i	i	i	-3	i	-1
21	Cc1ccc(S(=O)(=O)N(C)C)cc1NC(=O)COC(=O)Cc1cccs1	-4	i	i	-1	-12	i	i	i	2	i	0
22	Cc1ccc(NS(=O)(=O)c2ccc(Cl)s2)nc1	2	i	i	0	-9	i	i	i	-5	i	0
23	COc1cc(NC(=O)Cn2ncc3c2-c2ccccc2OC3)cc(OC)c1OC	-2	i	i	-3	-7	i	i	i	12	i	0
24	COc1ccccc1C(=O)NCCC(=O)Nc1ccc(C)cn1	-5	i	i	4	-10	i	i	i	-1	i	4
25	COc1ccc(NC(=O)C2C3C=CC4(O3)C2C(=O)N(CCCN2CCCC(C)C2)C4C(=O)NC2CCCCC2)cc1 (centres undefined)	nt	i	i	-8	-9	i	i	i	-6	i	-2
26	CCOc1ccc(S(=O)(=O)N2CCOCC2)c2ccccc12	-5	i	i	2	-2	i	i	i	-4	i	-2
27	CCn1cc(CN2CCN(Cc3cccc(OC)c3)C(CCO)C2)c(C)n1 (centres undefined)	-1	i	i	-4	-10	i	i	i	-3	i	-2
28	Cc1ccc(C)c(S(=O)(=O)N2CCN(C(=O)CSC(=S)N3CCCC3)CC2)c1	3	i	i	8	-9	i	i	i	1	i	-1
29	Cc1ccc(NC(=O)C2CCN(S(=O)(=O)c3ccc4c(c3)NC(=O)C(C)S4)CC2)c(Cl)c1 (centres undefined)	-27	i	i	-4	-6	i	i	i	3	i	-1
30	COc1ccc(NC(=O)C2=CCN(S(=O)(=O)c3ccccc3)CC2)cc1OC	2	i	i	-6	-13	i	i	i	-2	i	-1
31	COc1ccc(C2CC(c3ccccc3)n3nc(NC(=O)c4cccs4)nc3N2)cc1 (centres undefined)	2	i	i	1	-10	i	i	i	-1	i	-2
32	O=C(Cn1cnc2c(nnn2-c2ccc(F)cc2)c1=O)N1CCCC1	3	i	i	5	-1	i	i	i	-1	i	3
33	O=C(NCc1ccccc1)c1ccc(S(=O)(=O)Nc2cccc(C(F)(F)F)c2)cc1	-1	i	i	-10	-10	i	i	i	19	i	2
34	COc1ccc2ccccc2c1CN1CCSCC1	1	i	i	-3	-1	i	i	i	5	i	-1
35	CCOC(=O)c1c(-c2ccccc2)csc1NC(=O)c1ccc(S(=O)(=O)N2CCOCC2)cc1	2	i	i	-6	-10	i	i	i	14	i	-2
36	Cc1cc(=O)oc2c(C)c(OC(C)C(=O)Nc3ccc(N4CCC(C)CC4)cc3)ccc12 (centres undefined)	-2	i	i	3	-8	i	i	i	8	i	-2

Quoted from above, compounds 30–36
item	Structure	GSK3B inh	KCNK9 inh	KCNQ1 inh	DYRK1A inh	hERG protect	PolyA inh	KCNQ1 act	RGS4 act	HDAC3 inhib	KCNK3 block	GSK3 alpha inh
30	COc1ccc(NC(=O)C2=CCN(S(=O)(=O)c3ccccc3)CC2)cc1OC	2	i	i	-6	-13	i	i	i	-2	i	-1
31	COc1ccc(C2CC(c3ccccc3)n3nc(NC(=O)c4cccs4)nc3N2)cc1 (centres undefined)	2	i	i	1	-10	i	i	i	-1	i	-2
32	O=C(Cn1cnc2c(nnn2-c2ccc(F)cc2)c1=O)N1CCCC1	3	i	i	5	-1	i	i	i	-1	i	3
33	O=C(NCc1ccccc1)c1ccc(S(=O)(=O)Nc2cccc(C(F)(F)F)c2)cc1	-1	i	i	-10	-10	i	i	i	19	i	2
34	COc1ccc2ccccc2c1CN1CCSCC1	1	i	i	-3	-1	i	i	i	5	i	-1
35	CCOC(=O)c1c(-c2ccccc2)csc1NC(=O)c1ccc(S(=O)(=O)N2CCOCC2)cc1	2	i	i	-6	-10	i	i	i	14	i	-2
36	Cc1cc(=O)oc2c(C)c(OC(C)C(=O)Nc3ccc(N4CCC(C)CC4)cc3)ccc12 (centres undefined)	-2	i	i	3	-8	i	i	i	8	i	-2

Continued.
item	Structure	GSK3B inh	KCNK9 inh	KCNQ1 inh	DYRK1A inh	hERG protect	PolyA inh	KCNQ1 act	RGS4 act	HDAC3 inhib	KCNK3 block	GSK3 alpha inh
37	Cc1cc(C)cc(N(CC(=O)NC2CCCC2)C(=O)CCC(=O)Nc2cc(C)ccn2)c1	-1	i	i	-8	-7	i	i	i	5	i	2
38	O=C(Nc1ccc(N2CCOCC2)cc1)Nc1cnsn1	1	i	i	-4	-3	i	i	i	10	i	2
39	Cc1cc(C)c(C#N)c(SCCS(=O)(=O)Cc2ccc(Cl)cc2)n1	0	i	i	3	-1	i	i	i	-7	i	1
40	Cc1ccc(S(=O)(=O)Nc2ccccc2CNc2cccc(C)n2)cc1	0	i	i	-3	-9	i	i	i	0	i	-1
41	CCOC(=O)N1CCN(C(=O)c2nn(C)c3c2CSc2ccccc2-3)CC1	0	i	i	3	-7	i	i	i	11	i	0
42	CC(C(=O)Nc1cc(Cl)cc(Cl)c1)N1CCCC1 (centres undefined)	-4	i	i	-16	-9	i	i	i	-4	i	-1
43	O=C(CSc1nnc(Cc2cccs2)n1-c1ccccc1)Nc1ccc2c(c1)OCCO2	-3	i	i	-3	-8	i	i	i	4	i	0
44	CN(Cc1cc2ccccc2[nH]c1=O)C(=O)COc1ccccc1	-2	i	i	-1	-16	i	i	i	-1	i	1
45	Cc1cccc2c1cnn2C(=O)CCC(=O)NCC(C)c1ccccc1 (centres undefined)	1	i	i	3	-14	i	i	i	4	i	5
46	COc1ccccc1C(=O)OCC(=O)Nc1ccc(OC(F)F)cc1	5	i	i	1	-8	i	i	i	8	i	-3
